tim10-1 inh = growth inhibitors of tim10-1 mutant yeast, primary screen, luminescence, uHTS. S. cerevisiae tim10-1 ts strain growth, BacTiter-Glo, 24 h. inhibition, % at 20 µM. 330,000 tested, 2.2% active;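 active means inhibition of at least 40%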;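 further: mutant grown at 25 °C; 0% = DMSO wells with yeast and 100% = wells holding no yeast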
XBP1 UPR activ = activators of adaptive XBP1 UPR arm, primary screen, cell-based, CHO-XBP1 luciferase reporter, luminescence, uHTS. IRE1-XBP1 UPR activation; percent of tunicamycin response, DMSO as zero. activation, % at 20 µM. 330,000 tested, 0.33% active;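 active means versus positive control, 20 µM dose yields 30% or more activation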;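 further: 100% = tunicamycin at 10 µg/mL and 0% = DMSO only wells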
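incubation = overnight seeding at 37 °C, 6 h compound treatment at 37 °C | assay system = CHO-XBP1 cells stably carrying IRE1-XBP1-driven luciferase reporter | input = 1000 cells per well | detection = luciferase luminescence | dosing = single point, 20 µM final compound, 1% DMSO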
CHOP UPR activ = activators of apoptotic CHOP UPR arm, primary screen, cell-based, CHO-CHOP luciferase reporter, luminescence, uHTS; activation, % at 10 µM; UPR activation; percent of tunicamycin response over DMSO baseline; 330,000 tested, 0.34% active;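 active means at 10 µM dose, activation of 40% or more, normalized to positive control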;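 further: 100% = tunicamycin at 10 µg/mL and 0% = DMSO alone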
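System: CHO CHOP reporter cells. Amount: 500 cells per well. Buffer or medium: F12 medium, 10% FBS. Compound dosing: one dose, 10 µM in 0.5% DMSO. Incubation: 6 h compound exposure at 37 °C after overnight seeding. Technique: Steady-Glo luciferase luminescence. Benchmarks: tunicamycin and DMSO controls.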
697 NFkB inh = inhibitors of PMA/ionomycin-induced NF-kB reporter, 697 cells, primary screen, B-cell NF-kB inhibitor project, cell-based, luminescence, uHTS | 697 B-cell NF-kB luciferase reporter, 16 h | inhibition, % at 4 µM | 330,000 tested, 0.33% active; in the data active means inhibition above about 35%
TIM10 inh = growth inhibitors of isogenic TIM10 control yeast, primary screen, counter-screen for tim10-1 yeast inhibitor project, luminescence, uHTS | S. cerevisiae TIM10 strain growth, BacTiter-Glo luminescence, 24 h | inhibition, % at 10 µM | 330,000 tested, 1.4% active | AID 463195, 2010;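 active means inhibition of 40% or more at the single tested concentration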;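 further: wild-type TIM10 isogenic control strain grown at permissive 25 °C; 0% = DMSO yeast wells and 100% = minimal medium wells without yeast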
Jurkat NFkB inh = inhibitors of induced NF-kB luciferase reporter, primary screen, TCR NF-kB activation inhibitor project, cell-based, luminescence, uHTS; inhibition, % at 4 µM; 330,000 tested, 0.53% active; Jurkat, PMA/ionomycin-induced NF-kB luciferase reporter; AID 435003, 2010; in the data active means inhibition above about 50%
tim23-1 inh = growth inhibitors of tim23-1 mutant yeast, primary screen, luminescence, uHTS | S. cerevisiae tim23-1 growth, BacTiter-Glo luminescence, 24 h | AID 463212, 2010 | 330,000 tested, 1.3% active | inhibition, % at 20 µM;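 active means growth inhibition of the mutant yeast at or above 50%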;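 further: temperature-sensitive mutant grown at 25 °C; plate controls were DMSO-treated mutant yeast for no effect and medium wells lacking yeast for full effect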
Mdm2 MdmX PPI = inhibitors of human Mdm2-MdmX association, primary screen, cell-based, luminescence, split luciferase, SaOS-2, uHTS | AID 485346, 2010 | inhibition, % at 8 µM | Protein Mdm4 (Homo sapiens) + E3 ubiquitin-protein ligase Mdm2 (Homo sapiens), … | SaOS-2 split-luciferase Mdm2/MdmX complementation | 330,000 tested, 3% active;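 active means inhibition of at least 50% at 8 µM in the primary screen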
Target sequence (O15151 whole entry, looked up): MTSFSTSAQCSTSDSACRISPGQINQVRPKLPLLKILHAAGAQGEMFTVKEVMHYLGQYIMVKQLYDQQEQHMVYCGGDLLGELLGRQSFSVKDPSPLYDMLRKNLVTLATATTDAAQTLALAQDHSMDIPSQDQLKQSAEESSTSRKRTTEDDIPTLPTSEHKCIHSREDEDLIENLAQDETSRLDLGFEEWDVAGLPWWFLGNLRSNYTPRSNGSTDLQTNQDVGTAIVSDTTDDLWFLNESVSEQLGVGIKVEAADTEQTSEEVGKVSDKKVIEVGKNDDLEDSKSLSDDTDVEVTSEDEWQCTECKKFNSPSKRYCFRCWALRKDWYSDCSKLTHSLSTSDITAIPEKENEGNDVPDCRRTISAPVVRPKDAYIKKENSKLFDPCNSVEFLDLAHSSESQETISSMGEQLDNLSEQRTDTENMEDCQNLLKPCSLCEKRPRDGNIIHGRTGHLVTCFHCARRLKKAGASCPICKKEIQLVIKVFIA
Target sequence (Q00987 whole entry, looked up): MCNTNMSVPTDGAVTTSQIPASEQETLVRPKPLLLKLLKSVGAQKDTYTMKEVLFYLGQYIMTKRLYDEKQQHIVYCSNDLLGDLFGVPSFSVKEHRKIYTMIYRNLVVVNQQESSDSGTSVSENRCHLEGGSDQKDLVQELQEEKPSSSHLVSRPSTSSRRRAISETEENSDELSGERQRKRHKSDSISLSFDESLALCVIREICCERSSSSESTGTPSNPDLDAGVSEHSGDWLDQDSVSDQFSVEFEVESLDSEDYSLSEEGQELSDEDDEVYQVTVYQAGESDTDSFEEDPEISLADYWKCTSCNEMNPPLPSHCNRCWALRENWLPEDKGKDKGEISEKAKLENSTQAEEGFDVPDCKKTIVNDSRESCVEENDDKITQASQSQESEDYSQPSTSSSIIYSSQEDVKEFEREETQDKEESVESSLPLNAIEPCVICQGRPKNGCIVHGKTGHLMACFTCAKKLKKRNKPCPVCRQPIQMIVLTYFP
The depositor's hits bear a star.

SMILES	tim10-1 inh	XBP1 UPR activ	CHOP UPR activ	697 NFkB inh	TIM10 inh	Jurkat NFkB inh	tim23-1 inh	Mdm2 MdmX PPI
CCOC(CCNC(=O)c1cn(C)c(=O)c2c1c1ccccc1n2C)OCC	18	-3	3.4	-6	16	7	10	-19
Oc1ccc(/C=C/c2ccnc3ccccc23)cc1	20	5	4.4	-20	24	-16	12	21
Nc1nc2n(n1)C(c1cccs1)CC(c1ccccc1)N2 (centres undefined)	7	-1	1.2	18	13	4	0	-9
Cc1onc(-c2ccc(Cl)cc2Cl)c1-c1csc(COc2ccccc2)n1	10	-3	0.3	10	18	6	-4	16
C/C(=C1/SC(N2CC(C)OC(C)C2)=NC1=O)c1ccccc1 (centres undefined)	16	1	2.5	-1	10	-1	23	-8
COc1ccc(NC(=O)CC2C(=O)NCCN2C(=O)Nc2ccc(C(F)(F)F)cc2)cc1 (centres undefined)	3	-3	0.2	-13	1	3	9	9
COc1ccc(NS(=O)(=O)c2cccc(C(=O)NCc3ccco3)c2)cc1	3	-1	0.9	-5	-4	11	4	36
C=CCOc1c(Br)cc(/C=N/NC(N)=O)cc1OC	-20	-3	0.3	6	-3	14	-13	9
COc1ccc(C2C(C(=O)Nc3ccccc3)=C(C)N=C3SCC(=O)N32)cc1 (centres undefined)	3	-2	1.3	-7	4	1	30	0
COc1cccc(CC(NC(C)=O)C(=O)NC2CCN(S(=O)(=O)c3ccc(C)cc3)CC2)c1OC (centres undefined)	-4	0	-0.7	9	5	-2	-2	2

Complete entries as entered above. Order of screens: tim10-1 inh, XBP1 UPR activ, CHOP UPR activ, 697 NFkB inh, TIM10 inh, Jurkat NFkB inh, tim23-1 inh, Mdm2 MdmX PPI
Listed for `COc1ccc(C2C(C(=O)Nc3ccccc3)=C(C)N=C3SCC(=O)N32)cc1` (centres undefined) = 3, -2, 1.3, -7, 4, 1, 30, 0
Listed for `CCOC(CCNC(=O)c1cn(C)c(=O)c2c1c1ccccc1n2C)OCC` = 18, -3, 3.4, -6, 16, 7, 10, -19

Quoted from the listing.
tim10-1 inh, Nc1nc2n(n1)C(c1cccs1)CC(c1ccccc1)N2 (centres undefined) : 7
tim10-1 inh, COc1ccc(NC(=O)CC2C(=O)NCCN2C(=O)Nc2ccc(C(F)(F)F)cc2)cc1 (centres undefined) : 3

Later entries.
SMILES	tim10-1 inh	XBP1 UPR activ	CHOP UPR activ	697 NFkB inh	TIM10 inh	Jurkat NFkB inh	tim23-1 inh	Mdm2 MdmX PPI
CCCCCCCCCC(=O)N1CCN(c2cc3c(cc2F)c(=O)c(C(=O)O)cn3CC)CC1	4	6	3.0	-9	12	-16	-2	1
NC(N)=N/N=C/c1ccc(OCc2ccccc2Cl)cc1	-7	6	4.7	-37	-10	63*	59*	98*
O=C(N/N=C\c1cc2c(cc1Cl)OCO2)c1ccc(Br)s1	4	28	52*	-2	0	18	7	87*
Cc1ccc(Cl)cc1N1CCN(C(=O)C(C)n2ncn3cccc3c2=O)CC1 (centres undefined)	-22	-3	-0.4	25	-29	-3	-3	11
CCOCCCNC(=O)CN1CCN(Cc2ccccc2C)C1=O	-7	-1	-1.1	-5	15	-13	8	22
C=CCn1c(SCC(=O)c2ccc(O)c(O)c2)nnc1-c1cccnc1	-5	-2	-2.6	30	0	-8	1	26
CN(C)CCN(Cc1cccs1)c1ccccn1	1	-7	-1.1	4	3	-7	8	-9
Nc1cc(N)nc(SCC(=O)c2ccc3c(c2)NC(=O)CO3)n1	14	-1	0.0	0	18	12	-3	-2
O=C1c2ccccc2C(=O)N1CCCCSc1nc2ccccc2o1	0	-3	-1.5	16	-13	8	10	-1
CCOC(=O)c1sc(-c2ccccn2)nc1C	7	2	2.8	-30	10	-45	8	-41
COc1cccc(N2CCN(S(=O)(=O)c3ccc4c(c3)NC(=O)CS4)CC2)c1	2	-4	-0.6	-23	-2	7	1	2
COC(=O)c1c(N2C(=O)[C@H]3[C@@H](C2=O)[C@]2(C(=O)Nc4ccccc42)N2CCC[C@@H]32)sc(C)c1C	9	7	-0.2	1	4	7	9	14
CC12CCC(=O)N1C(C(=O)NNC(=O)COc1ccccc1F)CS2 (centres undefined)	3	-1	2.6	11	-1	6	9	5
CC1(C)C(C(=O)OCC(Cl)(Cl)Cl)N2C(=O)C(NC(=O)Cc3ccccc3)C2S1=O (centres undefined)	-4	-3	1.3	-1	10	-10	15	-2
COc1cc(/C=N/NC(=O)c2[nH]nc3c2CCc2ccccc2-3)ccc1O	19	0	-0.9	10	7	10	14	11
COc1ccc(C(CNC(=O)/C=C/c2c(Cl)nc3ccccn23)N(C)C)cc1 (centres undefined)	17	-3	-0.8	-1	-11	1	3	-10
C/C(N)=C(/C#N)C(=O)COC(=O)CNS(=O)(=O)c1ccc(C)cc1	17	0	2.6	28	-2	-9	2	11
O=C(CSc1nnc(CNc2ccc(F)cc2)n1CC1CCCO1)N1CCOCC1 (centres undefined)	12	0	1.1	8	-13	-12	1	-11
Cc1cccc(C(=O)Nc2ccn(C)n2)c1	-3	3	1.6	-59	0	-67	-5	-23
O=C(NCc1ccccc1)c1cc(-c2ccco2)on1	1	2	5.2	-7	-2	-27	0	-13

Records listed so far shown as hits in Mdm2 MdmX PPI:
SMILES,697 NFkB inh,Jurkat NFkB inh,Mdm2 MdmX PPI
NC(N)=N/N=C/c1ccc(OCc2ccccc2Cl)cc1,-37,63*,98*
O=C(N/N=C\c1cc2c(cc1Cl)OCO2)c1ccc(Br)s1,-2,18,87*

New compounds follow.
SMILES	tim10-1 inh	XBP1 UPR activ	CHOP UPR activ	697 NFkB inh	TIM10 inh	Jurkat NFkB inh	tim23-1 inh	Mdm2 MdmX PPI
N#Cc1ncc(-c2ccc3c(c2)OCCOCCOCCOCCOCCO3)nc1C#N	25	-3	-3.9	-31	26	48	21	71*
COc1ccc(-n2nnnc2SCC(=O)N(C)C2CCS(=O)(=O)C2)cc1 (centres undefined)	-12	2	-1.3	-18	-6	1	-5	5
C/C(=N\NC(=O)c1ccc(NS(=O)(=O)c2cccs2)cc1)c1ccccn1	0	-2	1.2	14	10	12	7	58*
Nc1nc(SCc2ccccc2Cl)ns1	31	4	1.5	-25	15	-19	23	-10
Cc1ccc(-n2nc3ccc(NC(=O)/C=C/c4ccco4)cc3n2)cc1C	38	5	4.3	-68	1	-88	15	-99
C[C@H](CO)N1C[C@H](C)[C@@H](CN(C)S(=O)(=O)c2cccs2)Oc2ccc(NC(=O)Nc3ccccc3)cc2C1=O	-3	-3	1.3	21	0	-2	-2	16
CNC[C@@H]1Oc2ccc(NS(=O)(=O)c3ccc(OC)cc3)cc2CC(=O)N([C@H](C)CO)C[C@@H]1C	-8	0	1.2	-7	1	4	-2	17
COC(=O)c1ccc(C(=O)OC)c(N)c1	-4	0	4.2	1	-8	-4	10	-9
Cc1cc(CN(C)C(=O)c2ccc3nc(Cc4ccccc4F)oc3c2)n[nH]1	3	0	1.1	11	8	-5	8	36
O=C1C=C(c2ccc3c(c2)OCO3)C[C@@H](c2ccc(Cl)cc2)C1	-4	-1	-0.6	-4	-5	-17	0	5
COc1ccc(OC)c(CCNC(=O)C2CCN(c3nnc(-n4cccc4)s3)CC2)c1	20	-2	2.2	1	13	1	28	23
Cc1nc[nH]c(=O)c1Br	12	0	0.7	0	-11	1	-7	7
CCc1cccc(C)c1NC(=O)Nc1ccc2c(c1)OCO2	13	0	0.8	13	-6	-16	12	9
CC(C)COC(=O)c1ccccc1OC(=O)c1ccncc1	26	-3	-1.9	-5	-1	-2	11	8
CC(C)(O)C#Cc1ccc(C(=O)N2CCN(c3ccc(Cl)cc3)CC2)cc1	49*	-3	-1.2	11	27	2	35	-15
Cc1ccc(OC(=O)C2CCN(C(=O)c3ccccc3C)CC2)c(Br)c1	19	-1	2.4	-10	16	-2	28	8
COC(=O)C1C(=O)CC(C)(O)C(C(=O)OC)C1c1ccc2c(c1)OCO2 (centres undefined)	-4	-1	0.5	26	0	-6	-9	12
COC(=O)c1ccc(OC)c(NS(=O)(=O)c2ccc(-n3cnnn3)cc2)c1	6	10	-0.2	9	-6	-16	4	13
COc1cccc(C(C(=O)NCc2ccco2)N(Cc2ccco2)C(=O)Cn2nnc3ccccc32)c1 (centres undefined)	4	-5	-1.6	-1	1	0	-15	24
CC1CCCCC1NC(=O)Cn1cc([N+](=O)[O-])ccc1=O (centres undefined)	5	-1	-1.3	9	6	-9	16	-7

An excerpt from above, showing only tim10-1 inh.
mol,tim10-1 inh
COC(=O)c1ccc(OC)c(NS(=O)(=O)c2ccc(-n3cnnn3)cc2)c1,6
COc1cccc(C(C(=O)NCc2ccco2)N(Cc2ccco2)C(=O)Cn2nnc3ccccc32)c1 (centres undefined),4

New compounds follow
SMILES	tim10-1 inh	XBP1 UPR activ	CHOP UPR activ	697 NFkB inh	TIM10 inh	Jurkat NFkB inh	tim23-1 inh	Mdm2 MdmX PPI
CC(C)(c1ccccc1)c1ccc(OCCCN2CCNCC2)cc1	15	4	0.1	-30	25	-31	-10	47
COC(=O)c1ccc(COc2ccccc2/C=N/NC(N)=O)o1	-11	-1	0.6	7	7	0	-4	15
Cc1cccc(CSc2nn3c(=O)c(C)nnc3s2)c1	5	-1	-0.5	5	4	4	13	14
CCn1c(=O)c(CCC(=O)NCC2CCCO2)c(C)c2c(C)nn(-c3ccc(C)cc3)c21 (centres undefined)	41*	-3	-3.1	-5	3	-5	10	16
O=C(Cc1ncc(C(F)(F)F)cc1Cl)NCc1cccnc1	-3	4	-0.5	16	1	-1	8	-4
CCOC(=O)C1=C(COC(=O)CCNS(=O)(=O)c2ccc(NC(C)=O)cc2)NC(=O)NC1C (centres undefined)	15	-1	0.1	-13	-1	-10	2	-17
Cc1cccc(C(=O)OCC(=O)NCc2ccco2)c1	-14	-1	-0.8	-1	1	-4	-9	9
COc1cc2cc(Oc3ccc4ccc(=O)oc4c3)c(=O)oc2cc1OC(=O)/C=C/c1ccccc1	-7	1	-0.8	7	2	-2	7	22
CCN(CC)S(=O)(=O)c1ccc(N2CCN(C)CC2)c(NC(=O)CSCC(=O)Nc2cccc(C)c2)c1	-7	0	2.2	14	-7	5	-12	2
